# Screens: PubChem BioAssay, several laboratories
# KCNK3 block: human KCNK3 channel inhibition, primary screen; O14649; CHO-KCNK3 thallium flux, FluxOR fluorescence; active compounds read low; B-score at 10 µM; 340,000 compounds, 0.84% hits;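 active = B-score under library mean minus 4 SD, starting fluorescence ratio at most library mean plus 5 SD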;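 note: more negative B-score means stronger inhibition of thallium flux through KCNK3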
# PolyA inh: yeast polyadenylation inhibition. calls only at 12 µM. 300,000 compounds, 0.02% hits. S. cerevisiae SKY197-pL101 polyadenylation reporter, beta-gal luminescence; efflux-impaired pdr1/pdr3 knockout yeast; score 100 = 6 SD above DMSO;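 active = lowest replicate activity score at least 50, where 100 means six control SD above control mean; inconclusive = lowest score under 50 but half or more replicates reach 50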;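 note: yeast exposed to compound for 9 h at 30 °C; higher score means more reporter readthrough which indicates perturbed polyadenylation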
# GSK3A inh: inhibitors of human GSK-3 alpha kinase; P49840; ADP-Glo luminescence, 60 min; inhibition, % at 10 µM; 320,000 compounds, 0.1% hits;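 in the data active = inhibition above about 50%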;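 note: GST-tagged GSK-3 alpha with peptide substrate and 25 µM ATP; 0% = DMSO neutral wells and 100% = GW8510 positive control wells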
# KCNK9 block: inhibitors of human KCNK9 two-pore domain potassium channel; 310,000 compounds, 1.2% hits; HEK293 KCNK9, FluxOR thallium flux fluorescence; active compounds read low; B-score at 10 µM; AID 488922;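 active = ratio B-score over 3 SD below the library mean, with starting fluorescence within 5 SD of its mean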;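 note: negative B-score means less thallium flux so channel inhibition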
# Target sequence (Q9NPC2 whole entry, looked up, the tested form may be a part): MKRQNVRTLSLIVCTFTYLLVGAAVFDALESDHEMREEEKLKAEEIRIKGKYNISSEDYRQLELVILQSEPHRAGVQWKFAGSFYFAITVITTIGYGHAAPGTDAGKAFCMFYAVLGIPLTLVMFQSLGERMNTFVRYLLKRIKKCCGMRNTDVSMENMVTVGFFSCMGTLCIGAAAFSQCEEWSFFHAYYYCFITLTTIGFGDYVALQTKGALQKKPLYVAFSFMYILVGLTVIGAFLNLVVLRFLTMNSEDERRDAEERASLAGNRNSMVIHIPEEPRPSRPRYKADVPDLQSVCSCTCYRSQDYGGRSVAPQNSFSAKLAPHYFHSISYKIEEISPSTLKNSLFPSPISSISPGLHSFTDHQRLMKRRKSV
# hERG rescue: hERG (human) protection from proarrhythmic block. AID 1511. Q12809. CHO-hERG, FluxOR thallium flux, dofetilide IC70 present. activation (rescue from dofetilide block), less the hit threshold, % at 10 µM. 310,000 compounds, 0.51% hits;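 active = activation above the mean of controls blocked by dofetilide plus 5 SD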;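 note: thallium influx through hERG after potassium depolarization seen as dye fluorescence rise; in these data hits start at about 4.7%; inactives centre near -7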
# KCNQ1 inh: blocks the human KCNQ1 potassium channel. P51787. CHO-K1 KCNQ1, FluxOR thallium flux fluorescence; active compounds read high. B-score at 10 µM. 310,000 compounds, 1.3% hits;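 active = compounds whose thallium flux B-score, printed positive for inhibition, exceeds three library SD while starting fluorescence stays within three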;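 note: channel opened by potassium depolarization with thallium stimulus after 20 min compound exposure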
# GSK3B inh: blocks human GSK3beta kinase activity; GST-GSK3beta kinase, ADP-Glo luminescence, 60 min; active compounds read low; 300,000 compounds, 0.038% hits; activity score (negative = inhibition), % at 10 µM;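 active = more than half of replicate wells score below -50%, meaning over 50% inhibition versus plate controls; inconclusive = some replicates but at most half score below -50%; inactive = no replicate scores below -50%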;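 note: 0% = median DMSO wells and -100% = median GW8510 positive control wells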
#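 test system = GST-tagged human GSK3beta kinase, cell-free | reagent = 25 µM ATP with peptide substrate | dosing = one dose of 10 µM per compound | schedule = 60 min reaction, RT | detection = luminescent ADP-Glo measurement of ADP formed | control set = DMSO neutral wells and GW8510 at 20 µM as positive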
# RGS4 pot: potentiators or activators of RGS4; HEK293 M3R/inducible RGS4, carbachol calcium flux Fluo4; active compounds read low; B-score at 10 µM; 310,000 compounds, 0.92% hits; AID 463111;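 active = B-score of the integrated calcium signal more than 4 SD below the library mean, with starting fluorescence not abnormally high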;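 note: negative B-score means reduced calcium response which marks RGS4 activation or potentiation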
#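 Detection: kinetic calcium fluorescence imaging with Fluo4-AM dye, 2 µM / Material: HEK293 cells with stable M3R and inducible RGS4 / Schedule: recording 10 s baseline at 1 Hz, 100 s post-agonist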
# KCNQ1 act: potentiates or activates the human KCNQ1 potassium channel; CHO-K1 KCNQ1, thallium flux FluxOR fluorescence; active compounds read high; B-score at 10 µM; 310,000 compounds, 0.35% hits; AID 2648;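 active = fluorescence ratio B-score, a plate-corrected score, at least three library SD, with initial intensity B-score within 5 SD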
#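 Assay system: CHO-K1 cells stably expressing KCNQ1. Medium: assay buffer for compound exposure, DMSO matched across wells. Timing: 37 °C overnight plating, 90-min dark dye load, 20-min compound pretreatment. Signal: kinetic FluxOR fluorescence, 10 s baseline plus 110 s post-stimulus.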
# Dyrk1A ADPGlo: inhibitors of rat Dyrk1A kinase; AID 504441; inhibition, % at 12.5 µM; ADP-Glo luminescence, NFATc1 peptide; 310,000 compounds, 0.43% hits; in the data active = inhibition above about 50%;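 note: plate controls were vehicle with enzyme for no effect and no enzyme for full effect; many of its hits are not listed in these tables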
# HDAC3 inhib: inhibitors of human histone deacetylase 3; O15379; recombinant HDAC3, fluorogenic peptide/trypsin coupled, fluorescence; inhibition, % at 8.3 µM; 320,000 compounds, 0.15% hits; AID 2718; in the data active = inhibition above about 26%, passing the limit was not always enough; inconclusive = no clear call, values can overlap the other calls
# Target sequence (O15379 whole entry, looked up): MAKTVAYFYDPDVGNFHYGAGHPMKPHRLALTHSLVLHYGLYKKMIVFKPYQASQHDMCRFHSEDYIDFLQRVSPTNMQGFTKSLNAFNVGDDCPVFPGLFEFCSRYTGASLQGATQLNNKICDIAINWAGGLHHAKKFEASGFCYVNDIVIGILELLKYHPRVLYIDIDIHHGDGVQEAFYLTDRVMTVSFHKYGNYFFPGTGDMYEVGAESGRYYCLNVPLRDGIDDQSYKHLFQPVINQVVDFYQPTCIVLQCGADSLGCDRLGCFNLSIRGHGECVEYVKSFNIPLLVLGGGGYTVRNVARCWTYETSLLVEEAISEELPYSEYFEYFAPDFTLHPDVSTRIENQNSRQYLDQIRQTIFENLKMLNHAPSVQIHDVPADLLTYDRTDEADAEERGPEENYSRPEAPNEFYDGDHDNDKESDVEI
# Active calls of the source: *; i = inactive; ? = inconclusive; · = not tested or not shown. A portion of the library. The share of hits here may be higher or lower than overall.
# Screens in order: KCNK3 block	PolyA inh	GSK3A inh	KCNK9 block	hERG rescue	KCNQ1 inh	GSK3B inh	RGS4 pot	KCNQ1 act	Dyrk1A ADPGlo	HDAC3 inhib
> O=C(CCc1nc2ccccc2c(=O)[nH]1)N1CCN(c2ccc(F)cc2)CC1
→ i	i	1	i	-8	i	3	i	i	-3	5
> CCCc1nnc(NC(=O)CCC(=O)NCc2ccc(OC)cc2)s1
→ i	i	0	i	-8	i	1	i	i	1	2
> Cc1nc2ccc(C(=O)OCc3ccccc3Br)cc2nc1C
→ i	i	5	i	-1	i	-2	i	i	32	3
> COc1ccc(Br)cc1CN1CCCC(C(=O)N2CCCCCC2)C1 (centres undefined)
→ i	i	-2	i	-8	i	1	i	i	5	-1
> COc1c(Br)cc2c(C)c(C(=O)O)oc2c1Br
→ i	i	4	i	-6	i	-20	i	i	10	-1
> O=C(NCc1ccc(F)cc1)C1CCN(S(=O)(=O)c2cccnc2)CC1
→ i	i	-5	i	0	i	1	i	i	-1	1
> NC(=O)C1=C[C@@H](c2ccccc2)C[C@@H](OCCCCO)O1
→ i	i	6	i	-2	i	-2	i	i	-4	-3
> Fc1cccc(/C=N/Nc2ccc3ccccc3n2)c1
→ i	i	-3	i	10*	i	0	i	58*	-2	5
> O=C(N/N=C/c1ccc(OCc2ccccc2)cc1)c1cccs1
→ i	i	1	i	-14	i	3	i	i	-1	0
> N#CC1=C(N)Oc2n[nH]c(-c3cccs3)c2C1c1ccccc1C(=O)O (centres undefined)
→ i	i	2	i	-5	i	0	i	i	6	2
> CC(C)Cn1c(-c2ccc(F)cc2)n[nH]c1=S
→ i	i	-1	i	-5	i	1	-8.5*	i	9	-7
> O=S(=O)(NCC1CCCO1)c1ccc(Oc2ccccc2)cc1 (centres undefined)
→ i	i	-1	i	-12	i	6	i	i	10	-5
> O=C(/C=C/NCC(=O)c1ccccc1)c1ccc(Br)cc1
→ i	i	-3	i	-6	i	1	i	i	-3	0
> COc1ccc(S(=O)(=O)NC(C)C(=O)NCc2ccccn2)cc1OC (centres undefined)
→ i	i	1	i	-7	i	-23	i	i	0	-2
> Cc1ccc(C(=O)NCC(C)NC(=O)c2ccc(C)c(C)c2)cc1C (centres undefined)
→ i	i	4	i	-7	i	1	i	i	-1	4
> CCCc1nc2nc(C)c(NS(=O)(=O)c3ccc(Cl)cc3)c(=O)n2[nH]1
→ i	i	-3	i	-11	i	·	i	i	2	-1
> O=C1N=C(N2CCOCC2)S/C1=C1\C(=O)N(Cc2ccccc2)c2ccccc21
→ i	i	12	i	-17	i	3	i	i	3	-3
> O=C(c1nc2ccccn2c1CNCCCn1ncc2ccccc21)N1CCCC1
→ i	i	1	i	-11	i	-1	i	i	5	4
> Cc1cccc(/C=N/n2c(-c3ccco3)n[nH]c2=S)c1
→ i	i	0	i	-5	i	-2	i	i	·	14
> CN(C)c1ccc(CNS(=O)(=O)c2csc(C(N)=O)c2)cc1
→ i	i	-1	i	-4	i	0	i	i	0	-2
> COc1cccc(C=Nc2cccc3c(=O)[nH][nH]c(=O)c23)c1O
→ i	i	-1	i	-1	i	2	i	i	-5	·
> CCN1CCN(C(=O)C2CCC(CNS(=O)(=O)c3ccccc3)CC2)CC1 (centres undefined)
→ i	i	-3	i	-4	i	1	i	i	5	?
> Fc1cccc(NC(=S)NCc2cccnc2)c1
→ i	·	1	i	-7	i	6	i	i	1	·
> CC(C)CC(=O)Nc1cccc(-c2nc3ncccc3o2)c1
→ i	i	4	i	-12	i	0	i	i	17	-21
> Cc1ccc(O)c(C(=O)c2cnc3c(c2)c(=O)n(C)c(=O)n3C)c1
→ i	i	1	i	-6	i	-3	i	i	-2	-6
> O=C(NCCCO)/C(=C\c1ccco1)NC(=O)c1ccc(Br)o1
→ i	i	-3	i	-2	i	0	i	i	0	-1
> Cc1cccc(-n2nnnc2SC(C)C(=O)NCCC2=CCCCC2)c1 (centres undefined)
→ i	i	3	i	-13	i	·	i	i	-1	-2
> O=C(Cn1c(=O)n(-c2ccc(F)cc2)c(=O)c2sccc21)NC1CCCCC1
→ i	i	-3	i	-2	i	-2	i	i	0	-3
> COc1ccccc1NS(=O)(=O)c1ccc(NC(=O)c2ccncc2)cc1
→ i	i	3	i	-2	i	1	i	i	3	-2
> CCNC(=O)COC(=O)c1sccc1C
→ i	·	-7	i	-8	i	2	i	i	·	-3

# Looked up by structure from the entries so far:
# Screens in order: KCNK3 block	PolyA inh	GSK3A inh	KCNK9 block	hERG rescue	KCNQ1 inh	GSK3B inh	RGS4 pot	KCNQ1 act	Dyrk1A ADPGlo	HDAC3 inhib
> O=C(Cn1c(=O)n(-c2ccc(F)cc2)c(=O)c2sccc21)NC1CCCCC1
→ i	i	-3	i	-2	i	-2	i	i	0	-3
> CCN1CCN(C(=O)C2CCC(CNS(=O)(=O)c3ccccc3)CC2)CC1 (centres undefined)
→ i	i	-3	i	-4	i	1	i	i	5	?

# The list continues:
# Screens in order: KCNK3 block	PolyA inh	GSK3A inh	KCNK9 block	hERG rescue	KCNQ1 inh	GSK3B inh	RGS4 pot	KCNQ1 act	Dyrk1A ADPGlo	HDAC3 inhib
> Cc1ccc(S(=O)(=O)NC2CC3CCC2C3)cc1 (centres undefined)
→ i	i	-1	i	-12	i	-1	i	i	·	1
> CCOC(=O)C1=C(C)NC(=O)NC1c1ccc(OCC(N)=O)cc1 (centres undefined)
→ i	i	·	i	-4	i	-3	i	i	-4	-1
> CCc1ccc(N(C(=O)CCC(=O)Nc2cc(C)on2)C(C(=O)NC2CCCC2)c2ccco2)cc1 (centres undefined)
→ i	i	-1	i	-5	i	2	i	i	-2	5
> CN(C)c1ccc(NC(=O)CN2CCN(c3ccc(F)cc3)CC2)cc1
→ i	i	0	i	-15	i	3	i	i	8	6
> CC(C)C(=O)Nc1ccc(N2CCN(C(=O)c3cccs3)CC2)cc1
→ i	i	-1	i	-12	i	0	i	i	-2	0
> COc1ccc(C2CC(C(F)(F)F)n3nc(C(=O)NCc4cn(C)nc4C)c(Cl)c3N2)cc1 (centres undefined)
→ i	i	0	i	-7	i	-1	i	i	·	0
> Cc1ccc(C23CC4CC(CC(C(=O)NC(C)C(N)=O)(C4)C2)C3)cc1 (centres undefined)
→ i	i	0	i	-5	i	-1	i	i	-5	-1
> O=C(CCN1C(=O)/C(=C/c2ccco2)SC1=S)Nc1ccc(O)cc1C(=O)O
→ i	i	7	i	-10	i	1	i	i	-2	-2
> CS(=O)(=O)N(CC(=O)NCC1CCCO1)c1ccc(F)c(Cl)c1 (centres undefined)
→ i	i	0	i	-11	i	-2	i	i	8	-1
> Cc1cc(Nc2cccc(Cl)c2)nc(-c2ccccc2O)n1
→ i	i	-1	i	-6	i	3	i	i	-3	21
> O=C(CSc1nnc(-c2cccs2)n1-c1ccccc1)N1CCCC1
→ i	i	-2	i	-4	i	-3	i	i	-6	1
> C=CCNC(=O)N1CCc2[nH]c3ccc(F)cc3c2C1
→ i	i	0	i	-4	i	0	i	i	6	-1
> CCOC(=O)C1CCCN(C(=O)CSCc2ccccc2)C1 (centres undefined)
→ i	i	4	i	-5	i	2	i	i	10	-10
> COc1cccc(N2CC(NS(=O)(=O)c3ccc(Cl)cc3)CC2=O)c1 (centres undefined)
→ i	i	-1	i	-11	i	1	i	i	-10	5
> N#Cc1ccccc1COc1ccc(/C=C/C(=O)O)cc1
→ i	i	·	i	-6	i	-3	i	i	3	0
> Cc1cccc(N2C(=O)/C(=C/c3cccnc3)SC2=S)c1
→ i	i	-2	i	-6	i	0	i	i	-3	0
> COc1ccc(/C(O)=C/C(=O)C(=O)NNC(=O)c2ccccc2)cc1
→ i	i	-2	i	-5	i	-6	i	i	·	2
> Cc1ccc(/C=C/C(=O)O)cc1S(=O)(=O)NCC1CCCO1 (centres undefined)
→ i	i	7	i	-4	i	4	i	i	2	0
> CN(CCOC(=O)c1ccc2c(c1)OCO2)C(C)(C)C
→ i	·	-2	i	1	i	0	i	i	-1	4
> Cc1ccc(C(=O)Nc2nc3ccccc3c(=O)s2)cc1
→ i	i	0	i	23*	i	-2	i	35*	7	-1
> COc1cc(N=C2C(=O)N3c4c(cccc42)C(C)=CC3(C)C)cc(OC)c1
→ i	i	-2	i	-7	i	-1	i	i	1	-2
> CCOC(=O)c1ccc(CNCc2ccccc2)cc1
→ i	i	-4	i	-8	i	-5	-12*	i	4	-6
> O=C(O)c1ccc(S(=O)(=O)c2ccc([N+](=O)[O-])cc2[N+](=O)[O-])cc1
→ i	i	1	i	-10	i	0	i	i	9	1
> COc1cc(OC)cc(-c2nnc(SCc3c(F)cccc3Cl)o2)c1
→ i	i	0	i	1	i	2	i	i	-1	6
> COc1ccccc1C(=O)Nc1ccon1
→ i	i	-4	i	-7	i	-1	i	i	8	2
> COc1ccc(N2CCN(C(=O)CCn3nnc4ccccc43)CC2)cc1
→ i	i	-1	i	-6	i	4	i	i	9	-1
> CCOC(=O)c1c(-c2ccccc2)oc2cc(Br)c(O)c(C=O)c12
→ i	i	-1	i	-11	i	0	i	i	-3	3
> CCCN1C(=O)C(O)(CC(=O)c2cccc(OC)c2)c2ccccc21 (centres undefined)
→ i	i	-2	i	-11	i	1	i	i	-7	0
> O=C(CC(c1ccccc1)c1cc(Cl)ccc1O)N1CCOCC1 (centres undefined)
→ i	i	-5	i	-1	i	-1	i	i	-2	3
> O=C(Nc1ncc2c(n1)-c1ccccc1CC2)c1cccs1
→ i	i	4	i	-14	i	-3	i	i	-1	3

# The list goes on.
# Screens in order: KCNK3 block	PolyA inh	GSK3A inh	KCNK9 block	hERG rescue	KCNQ1 inh	GSK3B inh	RGS4 pot	KCNQ1 act	Dyrk1A ADPGlo	HDAC3 inhib
> O=C(c1ccccc1)c1ccc(-n2cnnc2)c([N+](=O)[O-])c1
→ i	i	-1	i	-8	i	·	i	i	-5	-10
> O=C(O)c1cccc(-n2c(-c3cnccn3)n[nH]c2=S)c1
→ i	i	-1	i	-7	i	1	i	i	-1	15
> O=C(COC(=O)c1ccccc1Nc1cccc(C(F)(F)F)c1)NCc1ccco1
→ -8.9*	i	1	i	-1	i	-3	i	i	-7	4
> CC(=O)NC(CCS(C)(=O)=O)C(=O)Nc1ccccc1C (centres undefined)
→ i	i	4	i	-5	i	-4	i	i	-6	-4
> O=C(CNS(=O)(=O)c1cccc2nsnc12)NCCc1ccccc1
→ i	i	-3	i	-7	i	2	i	i	0	2
> Cc1ccc(-c2nc(-c3ccncc3)no2)cc1
→ i	i	-1	i	-5	i	-3	i	i	-3	0
